MITF primary: inhibitors of human MITF. O75030. AlphaScreen MITF homodimerization, bead proximity signal. inhibition, % at 2.6 µM. actives 0.91% (n = 650,000). AID 1259374; in the data active = inhibition above about 50%;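 also: 0% = vehicle wells with protein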
Target sequence (O75030 whole entry, looked up): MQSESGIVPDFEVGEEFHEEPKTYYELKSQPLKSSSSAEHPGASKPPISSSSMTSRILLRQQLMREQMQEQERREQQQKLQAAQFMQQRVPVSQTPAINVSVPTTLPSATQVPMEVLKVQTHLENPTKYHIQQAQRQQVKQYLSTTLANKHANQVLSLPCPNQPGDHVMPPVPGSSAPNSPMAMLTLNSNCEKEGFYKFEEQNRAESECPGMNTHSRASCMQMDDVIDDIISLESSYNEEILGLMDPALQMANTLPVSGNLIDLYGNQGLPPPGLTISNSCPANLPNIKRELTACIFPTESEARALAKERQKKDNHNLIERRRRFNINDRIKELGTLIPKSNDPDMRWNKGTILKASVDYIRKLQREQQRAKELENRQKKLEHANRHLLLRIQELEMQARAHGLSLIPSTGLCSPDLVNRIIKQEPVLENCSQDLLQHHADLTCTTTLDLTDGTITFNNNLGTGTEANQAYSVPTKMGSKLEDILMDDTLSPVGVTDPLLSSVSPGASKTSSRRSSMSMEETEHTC
FBW7 activator: human FBW7 E3 ligase activation, primary screen | Q969H0 | AlphaScreen FBW7–phospho-cyclin E peptide binding, activator screen | normalized activity (activation), % at 26.1 µM | actives 0.13% (n = 650,000) | AID 1259310; in the data active = normalized activity above about 1.9%;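 also: purified mutant Fbw7 with reduced substrate affinity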
TEAD-YAP inh: TEAD-YAP interaction inhibition; actives 1.4% (n = 640,000); inhibition, % at 9.12 µM; HEK-TIYL cells, TEAD-Gal4/YAP UAS-luciferase luminescence; in the data active = inhibition above about 32%;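 also: 0% = median of test compound wells and 100% = reference inhibitor wells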
GPR151 ag: activators of human GPR151. PathHunter beta-arrestin GPR151 cells, luminescence. actives 1% (n = 650,000). activation, % at 11.2 µM. AID 1508602. Q8TDV0; in the data active = activation above about 4.9%;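 also: 0% = median of compound wells and 100% = cells with positive control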
Target sequence (Q8TDV0 whole entry, looked up): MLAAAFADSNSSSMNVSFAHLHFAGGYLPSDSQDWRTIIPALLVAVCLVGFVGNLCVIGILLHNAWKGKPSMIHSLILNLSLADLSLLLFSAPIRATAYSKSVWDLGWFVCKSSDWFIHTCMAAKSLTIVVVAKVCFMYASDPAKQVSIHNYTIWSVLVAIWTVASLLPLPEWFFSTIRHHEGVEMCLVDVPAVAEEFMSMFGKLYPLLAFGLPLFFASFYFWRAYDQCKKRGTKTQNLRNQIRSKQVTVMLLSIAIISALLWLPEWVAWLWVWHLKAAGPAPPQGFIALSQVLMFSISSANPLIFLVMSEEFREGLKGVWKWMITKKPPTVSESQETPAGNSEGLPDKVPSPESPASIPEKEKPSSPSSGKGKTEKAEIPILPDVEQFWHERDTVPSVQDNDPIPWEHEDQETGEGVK
An asterisk follows results filed as active; & = joins results of further samples.

SMILES | MITF primary | FBW7 activator | TEAD-YAP inh | GPR151 ag
COc1ccc(C(=O)CSC2=C(C#N)C(c3ccco3)C(C(=O)Nc3ccccc3)=C(C)N2)cc1 (configuration not stated) | 20 | 0.3 | -1 | 1.9
Cc1ccc(S(=O)(=O)N2CCCOC2CNC(=O)C(=O)NC2CC2)cc1 (configuration not stated) | 1 | 0.2 | 14 | 1.3
O=C1c2ccc(Br)cc2C(=O)N1c1ccccc1Cl | 0 | -0.1 | -1 | 0.2
COc1ccccc1NC(=O)N1CCC2(CC1)OCc1cc(F)ccc1O2 | -5 | 1.0 | -7 | 0.5
CC(=O)CSc1nnc(C)n1Cc1ccccc1 | -2 | 0.0 | 7 | 2.2
Cc1ccc(NS(=O)(=O)c2cccc3cccnc23)cc1F | 9 | 0.2 | 2 | 0.5
COC(=O)CCCC(=O)Nc1cccc(Cl)c1 | 2 | -0.1 | -7 | -2.0
COc1cc(Nc2nc(NCCO)c3ncn(Cc4ccc(C(F)(F)F)cc4)c3n2)cc(OC)c1OC | 17 | 0.2 | -3 | -0.1
CC(=O)c1ccc(NC(=O)C2CC(=O)OC2c2ccccc2)cc1 (configuration not stated) | -1 | -0.3 | -49 | 0.4
CCn1c(SCC(=O)Nc2nc3ccc(OC)cc3s2)nnc1C(C)C | 10 | 0.1 | -8 | -0.4
CN(CC1COc2ccccc2O1)C(=S)Nc1ccccc1 (configuration not stated) | 8 | 0.0 | -11 | -1.2
CC(C(=O)O)c1nn(C)c(=O)c2ccccc12 (configuration not stated) | -7 | -0.2 | 8 | 0.0
CCOC(=O)c1c(C)nc2c(c1C)c(=O)oc1ccccc12 | 0 | 0.0 | -3 | -0.3
CC(=O)c1ccc(NC(=O)C2CCN(S(=O)(=O)c3cccs3)CC2)cc1 | -25 | 0.2 | 3 | 1.8
O=C(CN1CCSCC1)N/N=C/c1ccc(F)c(Br)c1 | 35 | 0.1 | -10 | 1.0
COc1ccc(OC)c(C(=O)CSc2nnnn2Cc2ccccc2)c1 | -4 | -0.1 | -7 | -0.1
C=CCNC(=O)c1c(NC(=O)c2ccccc2F)sc2c1CCCC2 | 3 | 0.0 | -3 | -0.2
COc1cc(C(=O)c2ccccc2)c(OC)cc1C(=O)Nc1ccccc1C | 3 | -0.1 | -7 | -0.1
Nc1ccc(NC(=O)c2cc(Cl)ccc2O)c(Cl)c1 | -9 | 0.3 | -50 | -6.6
O=c1/c(=C/c2ccncc2)sc2nc3ccccc3n12 | 4 | -0.1 | -53 | 0.3
CCCN1CCN(c2ncnc3sc(C(=O)N4CCN(c5ccccc5F)CC4)c(C)c23)CC1 | -4 | -0.2 | -4 | -0.6
C/C(=N\NC(=O)c1ccccn1)c1ccc(C#N)cc1 | -2 | -0.4 | -16 | -2.8
CC1CCCCC1NC(=O)CN1C(=O)CSc2ncccc21 (configuration not stated) | -12 | 0.2 | -6 | 1.3
NC(=O)c1cc2cc(Cl)cc(Cl)c2oc1=Nc1cccc(C(F)(F)F)c1 | 6 | -0.1 | 13 | 0.7
COc1ccc(NC(=O)CSc2nnc(CNC(=O)c3ccc(S(=O)(=O)N4CCOCC4)cc3)n2-c2ccc(F)cc2)cc1 | -3 | -0.1 | -3 | -0.7
Fc1ccc(-c2ccc3c(c2)COC2(CCNCC2)O3)cc1 | -2 | -0.6 | -40 | 0.1
Cc1nc(N)sc1-c1csc(Nc2ccccc2[N+](=O)[O-])n1 | 13 | -0.7 | 3 | 1.4
CCN(CC)c1ccc(/C=C2\SC(=S)NC2=O)cc1 | 24 | 0.0 | 5 | -1.3
COc1cc2c(cc1OC)CN(C(=O)CSc1nc(C)c(C)c(C)c1C#N)CC2 | 6 | 0.5 | 17 | -1.5
Cc1cc(-c2ccccc2)n[nH]1 | 7 | 0.2 | -10 | 0.0
Cc1cc(C(=O)N/N=C/c2ccc(C)o2)n[nH]1 | 6 | 0.1 | -6 | 1.2
CC1CCN(C(=O)CCN2C(=O)c3ccccc3S2(=O)=O)CC1 | 6 | -0.2 | 13 | 1.1
CCOC(=O)C(=CNc1cc2[nH]c(C)c(C)c2cc1C)C(=O)OCC | -11 | -0.3 | -12 | 0.6
COc1cc(C2CC(=O)N3CN(Cc4ccco4)CSC3=C2C#N)cc(OC)c1OC (configuration not stated) | -17 | -0.3 | 0 | 1.0
CSc1ccc(CC(=O)Nc2nnc(-c3ccc(F)cc3)o2)cc1 | 6 | -0.7 | -2 | 0.6
CCc1ccc(NC(=O)c2cc(S(=O)(=O)N3CCN(c4ccccn4)CC3)ccc2F)cc1 | 8 | 0.1 | 12 | 0.7
COc1cc(/C=N/OCc2cccc(Br)c2)cc(OC)c1OC | 36 | 0.3 | 1 | 0.0
CCOc1cc(C2NC(C(=O)O)CS2)ccc1OCc1c(F)cccc1Cl (configuration not stated) | 5 | 0.1 | 18 | 0.1
N#Cc1ccc(NC(=O)CN2C(=O)CCC2=O)cc1 | 14 | 0.2 | 11 | -0.4
COc1ccsc1C(=O)NCCN1CCOCC1 | -9 | 0.0 | 2 | -0.7
CCCCN(CC)S(=O)(=O)c1ccc2c(c1)CCCN2C(C)=O | 11 | 0.0 | 5 | 1.9
CCOc1ccc(CN2CCN(Cc3ccccc3OC)CC2)cc1 | 44 | -0.1 | 9 | 0.6
CC(C)[C@H](Nc1ccc(S(=O)(=O)N2CCOCC2)cc1[N+](=O)[O-])C(=O)OCC(N)=O | -3 | -0.2 | 6 | 0.3
CCOC(=O)c1c(C)[nH]c(C)c1C(=O)COC(=O)c1ccc(S(=O)(=O)C(F)F)cc1 | 5 | 0.6 | -15 | -1.4
COc1ccc(C(CC(=O)N2CCN(c3ccccc3)CC2)NS(=O)(=O)c2ccc(OC)cc2)cc1 (configuration not stated) | -2 | 0.0 | 3 | 0.2
O=C(N1CCC(Cc2ccccc2)CC1)N1c2ccccc2Sc2ccccc21 | 0 | 0.7 | -10 | 0.5
Cc1cccc(NC(=S)N(Cc2ccccc2)Cc2cccs2)c1 | 11 | 0.1 | -11 | 1.4
O=C(Cn1cnc2ccccc2c1=O)NCC(=O)N1CCN(c2ccccn2)CC1 | -5 | 0.1 | 2 | -1.4
Cc1nc2sccn2c(=O)c1S(=O)(=O)N1CCCCC1C (configuration not stated) | 1 | 0.1 | 0 | -1.6
CCOC(=O)N1CCN(C(=O)C2CC23CCN(C(=O)CCCc2cccs2)CC3)CC1 (configuration not stated) | 10 | -0.1 | 1 | -0.8
C/C(CC(=O)Nc1ccc2c(c1)OCCO2)=N\NC(=O)c1ccc(F)cc1 | 3 | 0.1 | -22 | 0.0
COc1ccccc1N1CSC2=C(C#N)C(c3ccccc3)CC(=O)N2C1 (configuration not stated) | 15 | 0.0 | -1 | 2.2
O=C(COc1ccc(Cl)cc1)Nc1ccc(NC(=O)c2ccccc2)cc1 | -1 | 0.1 | 18 | -0.7
Cc1cccc(OCC(=O)Nc2ccc(S(=O)(=O)Nc3onc(C)c3C)cc2)c1 | 14 | 0.0 | 6 | -1.1
CCOc1ccc(NC(=O)c2ccc3c(c2)OCO3)c([N+](=O)[O-])c1 | 9 | 0.0 | -42 | -2.1
COc1ccc(/C=C/C(=O)OC(C)CN2CCOCC2)cc1 (configuration not stated) | -7 | -0.1 | 12 | 0.6
O=c1oc2ccccc2c2oc3cc(O)c(O)cc3c12 | 18 | -0.5 | -7 | -0.5
Cc1ccc(S(=O)(=O)Nc2ccc3ccccc3c2[N+](=O)[O-])cc1 | -12 | -0.1 | 6 | 0.1
COC(=O)c1ccc(N2C(=O)CSC2c2ccc(OC)cc2)cc1 (configuration not stated) | -6 | 0.0 | -13 | 0.4
COCCn1nnnc1C(c1ccc(Cl)cc1)N1CCc2ccccc2C1 (configuration not stated) | 6 | 0.0 | -22 | 1.4

Other compounds.
SMILES | MITF primary | FBW7 activator | TEAD-YAP inh | GPR151 ag
Cc1ccc(/C(N)=N/OC(=O)Cc2cccs2)cc1 | 1 | 0.2 | -62 | -0.4
CCN1C(=O)C2(C(C#N)=C(N)OC3=C2C(=O)CC(C)(C)C3)c2ccccc21 (configuration not stated) | -4 | -0.2 | 6 | 0.9
O=C(Nc1nnc(-c2ccncc2)s1)c1ccc(F)cc1 | 4 | 0.1 | -3 | -1.0
CC1CCCc2sc(NC(=O)CCC(=O)O)c(C#N)c21 (configuration not stated) | 0 | -0.3 | 7 | 0.8
CN(Cc1ccccc1)C(=S)Nc1ccccc1Br | -11 | 0.0 | -13 | -0.1
OC[C@H]1O[C@@H](n2cnc3c(N[C@H]4CCC[C@@H]4O)ncnc32)[C@@H](O)C1O (some centres not stated) | 7&16 | 0.2&0.1 | -18 | 0.0&-1.9
Cc1ccc(S(=O)(=O)N(C)CC(=O)O/N=C(\N)c2ccc(Br)cc2)cc1 | 17 | 0.1 | 2 | 0.7
O=C(NCCc1ccccc1)[C@@H]1C=CCN1C(=O)c1ccc(F)cc1 | -3 | 0.0 | 2 | -0.6
COc1ccc2nc(NC(=O)Cn3c(=O)oc4cc(Cl)ccc43)sc2c1 | 5 | -0.2 | 1 | 2.5
CCCCSc1nc2sc3c(c2c(=O)n1-c1ccc(C)cc1)CCc1ccccc1-3 | 2 | 0.0 | 3 | 2.3
COc1ccc(NS(=O)(=O)c2ccc(OCC(=O)Nc3ccc(C)cc3)cc2)cc1 | 14 | 0.1 | -7 | -0.8
CCOC(=O)c1sc2nc(CC(=O)OC)nc(Nc3ccc(Cl)cc3)c2c1C | 11 | 0.3 | 4 | -0.3
CCOC(=O)c1cc(S(=O)(=O)Nc2cc(C)ccc2OC)cn1C | 1 | 0.2 | 0 | 0.3
CC1=C(C(=O)Nc2ccccc2)C(c2ccccc2)NC(=S)N1C (configuration not stated) | 5 | 0.6 | -1 | -0.2
Cc1ccc(CNS(=O)(=O)c2ccc(F)c(C(=O)Nc3ccc(Cl)c(Cl)c3)c2)cc1 | 18 | -0.1 | 4 | -0.7
O=C(Nn1c(SCc2ccc(Cl)cc2)nc2ccccc2c1=O)c1cccs1 | -6 | 0.0 | -4 | 1.3
COc1ccccc1CNC(=O)c1sc2nc(-c3cccs3)ccc2c1N | -9 | 0.0 | 3 | -0.1
CCS(=O)(=O)NCCc1cc2cc(C)c(C)cc2[nH]c1=O | 16 | 0.0 | -6 | -0.7
Cc1cc(C)cc(Nc2ncnc3c2cnn3-c2ccc(Cl)cc2)c1 | 15 | 0.4 | -11 | -0.9
CCOC(=O)CNC(=O)c1ccc(OC)c(I)c1 | 13 | 0.1 | -20 | 2.3
COC(=O)c1cc(NC(=O)c2ccc(C(C)(C)C)cc2)cc(C(=O)OC)c1 | 8 | 0.0 | 0 | 0.8
O=C(CCCn1c(=S)[nH]c2ccc(Br)cc2c1=O)NCc1ccc2c(c1)OCO2 | -2 | -0.1 | 5 | -0.5
Cc1nc2cc(NC(=O)c3ccc([N+](=O)[O-])cc3)ccc2n1-c1ccccc1 | 6 | 0.0 | -5 | -0.5
O=C(C1=COCCO1)N(Cc1ccccn1)c1nc2c(Cl)cccc2s1 | 6 | -0.3 | -80 | -0.6
CC(C)N(CC(N)=O)c1nc(-c2cccnc2)nc2scc(-c3ccccc3)c12 | 10 | 0.2 | -18 | 1.5
O=C1N=C(N2CCOCC2)S/C1=C\c1cc2c(cc1Br)OCO2 | 10 | -0.1 | 11 | 0.6
O=C(O)c1cccc(-n2cc(-c3cc(F)cc(F)c3)cn2)c1 | 10 | 0.1 | -49 | 7.2*
O=C(O)CCc1ccc(-c2ccc(F)cc2)n1NC(=O)c1ccc(O)cc1 | 23 | 0.4 | 2 | -2.1
COc1cc(OC)cc(C(=O)N2CCN(S(=O)(=O)c3ccc4ccccc4c3)CC2)c1 | 4 | -0.1 | -11 | 0.0

Structures listed so far containing two or more sulfur atoms:
SMILES | MITF primary | FBW7 activator | TEAD-YAP inh | GPR151 ag
CCn1c(SCC(=O)Nc2nc3ccc(OC)cc3s2)nnc1C(C)C | 10 | 0.1 | -8 | -0.4
CC(=O)c1ccc(NC(=O)C2CCN(S(=O)(=O)c3cccs3)CC2)cc1 | -25 | 0.2 | 3 | 1.8
COc1ccc(NC(=O)CSc2nnc(CNC(=O)c3ccc(S(=O)(=O)N4CCOCC4)cc3)n2-c2ccc(F)cc2)cc1 | -3 | -0.1 | -3 | -0.7
Cc1nc(N)sc1-c1csc(Nc2ccccc2[N+](=O)[O-])n1 | 13 | -0.7 | 3 | 1.4
CCN(CC)c1ccc(/C=C2\SC(=S)NC2=O)cc1 | 24 | 0.0 | 5 | -1.3
Cc1cccc(NC(=S)N(Cc2ccccc2)Cc2cccs2)c1 | 11 | 0.1 | -11 | 1.4
Cc1nc2sccn2c(=O)c1S(=O)(=O)N1CCCCC1C (configuration not stated) | 1 | 0.1 | 0 | -1.6
CCCCSc1nc2sc3c(c2c(=O)n1-c1ccc(C)cc1)CCc1ccccc1-3 | 2 | 0.0 | 3 | 2.3
O=C(Nn1c(SCc2ccc(Cl)cc2)nc2ccccc2c1=O)c1cccs1 | -6 | 0.0 | -4 | 1.3
COc1ccccc1CNC(=O)c1sc2nc(-c3cccs3)ccc2c1N | -9 | 0.0 | 3 | -0.1
